Screens from PubChem BioAssay.
EPAC2 ag: agonists of human EPAC2 (RAPGEF4); Q8WZA2; EPAC2 activation, biochemical qHTS; response scale: 100% = 6.5 mM cAMP response; Potency, µM (series often up to 154 µM), for the others: at the top dose activation, usual class: activators; 360,000 compounds, 0.079% hits; AID 720711; note: potency is the fitted concentration of half-maximal effect; nearly all actives have a fitted effect of over 50% in size
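Each well held 100 nM EPAC2, 250 nM RAP1B-BODIPY-GDP and 50 uM GDP. Fluorescence, read at 5-min intervals to 30 min, was referenced to a 6.5 mM cAMP positive control.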
WRN inhibitor: blocks human WRN helicase; 360,000 compounds, 0.46% hits; Q14191; Potency, µM (highest dose often 114 µM), without a hit: at the highest dose activity change, negative = inhibition, hits mostly inhibitors; WRN helicase unwinding, fluorescent forked duplex, kinetic; note: potency is the fitted concentration of half-maximal effect; % is set by controls: 0 for no effect and ±100 for the full control effect; nearly all actives have a fitted effect of over 55% in size
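Kinetic red-fluorescence monitoring (525/598 nm) tracks WRN helicase activity after 100 nM fluorophore-quencher forked duplex and 2 mM ATP are added to 20 nM enzyme pretreated 15 min at room temperature with compound.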
PI5P4K alpha inh: PI5P4K alpha (human) kinase inhibition; P48426; PI5P4Kalpha enzyme, ADP-Glo luminescence, 60 min; active compounds read low; max response, %; 330,000 compounds, 1.2% hits; AID 652105; active = max response of -50% or lower; inconclusive = between -30% and -50%; inactive = -30% or higher; note: value at the top dose of about 77 µM; % is set by controls: 0 for no effect and ±100 for the full control effect
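Controls without substrate or without enzyme flank wells where PI5P4Kalpha converts substrate using 5 microM ATP (final). Incubation lasts 60 minutes at room temperature; ADP formed is read by ADP-Glo luminescence.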
PLK1 PBD inh: inhibitors of human PLK1 polo-box domain binding | Plk1 PBD binding of FITC phosphopeptide, fluorescence polarization | Potency, µM, for the others: max response, negative = inhibition, usual class: inhibitors | 360,000 compounds, 2.8% hits | P53350; note: potency is the fitted concentration of half-maximal effect; series mostly up to about 57 µM; % is set by controls: 0 for no effect and ±100 for the full control effect; nearly all actives have a fitted effect of over 65% in size
EPAC1 agonist: EPAC1 (human) agonism; EPAC1 agonist qHTS, biochemical assay; response scale: 100% = response to 6.5 mM cAMP; Potency, µM (highest dose often 154 µM), without a hit: at the top dose activation, most hits filed as activators; O95398; 360,000 compounds, 0.073% hits; note: potency is the fitted concentration of half-maximal effect; nearly all actives have a fitted effect of over 60% in size
Target sequence (O95398 whole entry, looked up): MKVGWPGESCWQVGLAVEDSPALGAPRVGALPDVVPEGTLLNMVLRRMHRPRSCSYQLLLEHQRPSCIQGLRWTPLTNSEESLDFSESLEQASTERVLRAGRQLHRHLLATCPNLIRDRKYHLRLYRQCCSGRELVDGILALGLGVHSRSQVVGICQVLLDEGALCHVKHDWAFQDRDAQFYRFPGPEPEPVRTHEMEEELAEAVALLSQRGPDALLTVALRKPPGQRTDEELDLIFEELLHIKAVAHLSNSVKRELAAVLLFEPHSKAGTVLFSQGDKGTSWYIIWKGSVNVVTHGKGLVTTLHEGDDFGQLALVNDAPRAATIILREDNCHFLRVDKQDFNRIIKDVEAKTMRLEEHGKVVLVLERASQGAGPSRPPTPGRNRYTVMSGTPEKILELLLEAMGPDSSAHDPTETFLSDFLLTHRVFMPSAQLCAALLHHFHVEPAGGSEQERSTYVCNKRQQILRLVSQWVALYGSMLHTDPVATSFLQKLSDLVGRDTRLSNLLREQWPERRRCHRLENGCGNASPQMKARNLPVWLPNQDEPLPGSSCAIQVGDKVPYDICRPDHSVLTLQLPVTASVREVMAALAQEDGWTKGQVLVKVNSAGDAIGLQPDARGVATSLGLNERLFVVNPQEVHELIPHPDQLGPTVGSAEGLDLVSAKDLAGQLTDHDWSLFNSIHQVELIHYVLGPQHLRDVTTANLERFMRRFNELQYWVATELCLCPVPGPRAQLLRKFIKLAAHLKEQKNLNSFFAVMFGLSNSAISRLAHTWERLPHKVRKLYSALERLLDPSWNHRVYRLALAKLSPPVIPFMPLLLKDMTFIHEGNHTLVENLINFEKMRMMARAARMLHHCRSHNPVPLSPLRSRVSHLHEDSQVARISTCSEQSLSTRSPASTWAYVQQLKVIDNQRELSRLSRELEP
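Normalized to 6.5 mM cAMP, activity reflects EPAC1-catalysed release of BODIPY-GDP from Rap1B, followed kinetically over 30 min at 480 nm excitation, 540 nm emission. Reaction contained 100 nM EPAC1, 250 nM Rap1B-BODIPY-GDP, 50 uM GDP.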
EPAC1 antagonist: EPAC1 (human) antagonism; O95398; EPAC1 GEF assay, Rap1b-BODIPY-GDP exchange fluorescence; Potency, µM (series often up to 115 µM), for inactives: at the highest dose activity change, negative = inhibition, usual class: inhibitors; 360,000 compounds, 0.14% hits;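 note: potency is the fitted concentration of half-maximal effect; plate controls were vehicle for no effect and positive control for full effect; nearly all actives have a fitted effect of over 50% in size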
IL2 activator: activates IL-2 in a cell-based reporter assay; activation, % (series mostly up to about 46 µM); 360,000 compounds, 0.065% hits; IL-2 activation reporter assay, cell-based qHTS; stimulated with anti-CD3/CD4/CD28 beads; in transgenic mouse T cells; AID 652025; in the data active = activation above about 50%; inconclusive = mostly about 30% to 49%; note: 0% is about no effect
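Unstimulated transgenic mouse T cells, 750 per well, received compound and, after 60 minutes, anti-CD3/anti-CD4 bead plus anti-CD28 stimulation. EGFP and DsRed were quantified after 18 hours.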
CCT modulator: cytosolic chaperonin activity modulation | AID 651819 | activity change, % (test concentration not listed), hits read low | purified chaperonin ATPase assay, HTRF ADP detection, 30 min | 360,000 compounds, 0.3% hits; in the data active = activity change below about -30%; note: % is set by controls: 0 for no effect and ±100 for the full control effect
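First, chaperonin was dispensed at 40 nM or 20 nM final depending on batch activity. Next, compounds were pinned at 76 uM and ATP added at 10 uM. After 30 min at 37 °C, ADP detection reagents ran 30 min at ambient temperature.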
* hit, by the source's call; ? = inconclusive; . = no result given; [ ] = remark or other dose. Unless noted, calls come from the whole dose curve; as a rule, active = well fitted curve in the direction sought with a large enough effect; inconclusive = small, poorly fitted or top-dose-only effect, or another doubt; inactive = no such curve, though single readings can be large; an effect the other way counts as inactive or inconclusive. An excerpt. The share of hits here may be higher or lower than overall.

SMILES	EPAC2 ag	WRN inhibitor	PI5P4K alpha inh	PLK1 PBD inh	EPAC1 agonist	EPAC1 antagonist	IL2 activator	CCT modulator
Clc1ccc(CN2CCN(c3ncccn3)CC2)cc1	10.9%	-0.5%	-1.6	-7.8%	-0.6%	-12.8%	1.5	-1.3
CCOc1cc(N2CCOCC2)c(OCC)cc1NC(=S)NCCCOC	2.5%	-11.3%	-6.4	-0.8%	-4.3%	-12.9%	-4.6	1.7
COc1cccc(NC(=O)C2CC(=O)N(Cc3ccc(C)cc3)C2)c1 (stereo not drawn)	-2.6%	-3.3%	-1.9	-12.9%	-3.9%	?	-1.2	0.2
COCCN1C(=O)N[C@@H](c2cccc(C(F)(F)F)c2)C(C(=O)OC)=C1C	13.1%	3.9%	-3.8	29.9µM*	3.0%	-1.7%	-3.4	-2.0
COc1ccc(C(=O)CN2C3=NCCCN3c3ccccc32)cc1OC	12.9%	-26.0%	8.5	-10.2%	2.5%	?	-0.1	-2.5
COc1ccc(-n2c(COc3ccc4c(c3)OCO4)nnc2SCC(=O)O)cc1	7.9%	0.1%	-19.2	-8.5%	10.6%	?	-1.5	-0.1
O=C(c1cnn2c(C(F)(F)F)cc(-c3ccco3)nc12)N1CCCCCC1	-4.8%	3.5%	-1.2	-2.5%	-8.1%	5.5%	0.8	0.0
CN1CCN(S(=O)(=O)c2ccc(NC(=O)c3ccco3)cc2)CC1	10.7%	-0.5%	-5.3	-9.1%	-0.8%	-4.2%	0.0	-0.6
CSc1nc(Cl)c(Cc2ccc(OCC(C)C)cc2)c(N2CCOCC2)n1	6.3%	-9.1%	11.6	-6.3%	13.9%	1.6%	-0.4	-1.0
CC1CCc2sc(C(=O)OCC(=O)NCc3ccc(F)cc3)cc2C1 (stereo not drawn)	9.9%	-29.7%[57.1 µM]	2.0	-5.8%	-3.5%	-20.4%	-1.7	-0.1
O=C(NC1CCCCCC1)C1CCN(C(=O)c2cccc(Cl)c2)CC1	3.9%	-4.8%	6.9	1.7%	1.5%	5.8%	1.1	-1.4
O=C(C1COc2ccccc2O1)N1CCc2ccccc21 (stereo not drawn)	9.1%	?	.	?	13.6%	-1.4%	0.0	-1.5
CCN1C(=O)N[C@@H](c2cccc(F)c2)C(C(=O)OC)=C1C	9.1%	0.5%	-0.2	-7.7%	-1.7%	-8.5%	3.2	-39.6*
Nc1c(-c2ccc(Cl)cc2)cnc2c(-c3ccc(F)cc3)cnn12	-2.4%	-0.6%	-10.2	-1.0%	-13.4%	4.7%	1.3	-0.9
COc1cccc(NCc2cc(=O)oc3cc(-c4ccccc4)c(O)cc23)c1	3.4%	2.7%	2.9	0.7%	-10.0%	-3.1%	-0.8	1.1

Filtered by structure: those above containing four or more nitrogen atoms
SMILES	EPAC2 ag	WRN inhibitor	PI5P4K alpha inh	PLK1 PBD inh	EPAC1 agonist	EPAC1 antagonist	IL2 activator	CCT modulator
Clc1ccc(CN2CCN(c3ncccn3)CC2)cc1	10.9%	-0.5%	-1.6	-7.8%	-0.6%	-12.8%	1.5	-1.3
O=C(c1cnn2c(C(F)(F)F)cc(-c3ccco3)nc12)N1CCCCCC1	-4.8%	3.5%	-1.2	-2.5%	-8.1%	5.5%	0.8	0.0
Nc1c(-c2ccc(Cl)cc2)cnc2c(-c3ccc(F)cc3)cnn12	-2.4%	-0.6%	-10.2	-1.0%	-13.4%	4.7%	1.3	-0.9

Remaining list, next part.
SMILES	EPAC2 ag	WRN inhibitor	PI5P4K alpha inh	PLK1 PBD inh	EPAC1 agonist	EPAC1 antagonist	IL2 activator	CCT modulator
CC(=O)Nc1cccc(-c2nc3ccccc3n2C(C(=O)NC(C)(C)C)C2CC2)c1 (stereo not drawn)	-3.2%	-5.8%	-2.3	-3.1%	0.8%	10.7%	-0.8	.
CCCNC(=O)C1(C)CCN(C(=O)COCc2ccccc2)C1 (stereo not drawn)	7.0%	6.3%	-5.0	4.0%	-16.0%	-10.6%	-0.4	-0.7
CC(C)CC(=O)Nc1nnc(SCC(=O)NCc2ccco2)s1	4.8%	1.0%	0.6	-7.6%	10.3%	-18.6%	-1.7	0.3
Cc1nnc(-n2cnc3ccccc32)c2ccccc12	-3.9%	4.6%	8.2	0.2%	3.0%	-1.8%	-1.1	-1.6
CCOC(=O)C1CCC(CN(Cc2ccccc2C)S(=O)(=O)c2ccc([N+](=O)[O-])cc2)CC1 (stereo not drawn)	10.1%	-4.8%	-2.1	-3.9%	3.7%	-8.3%	-1.8	-0.2
COc1ccccc1NC(=O)Cc1nnc(SCC(=O)Nc2ccc(F)cc2F)n1C	7.1%	4.0%	1.6	-1.7%	13.4%	-6.3%	1.0	0.7
Cc1ccc(-c2nn(-c3ccc(F)cc3)cc2C(=O)NCC2CCCO2)cc1 (stereo not drawn)	4.4%	?	-5.3	-8.2%	0.7%	5.7%	0.7	-0.6
COc1cc(NC(=O)COc2cccc(C)c2C)ccc1NC(=O)c1ccco1	-7.0%	-1.2%	-3.5	-8.7%	0.7%	0.8%	0.5	-3.4
CC(=O)c1ccc(OC2(C)CCN(Cc3ccc4c(c3)OCCO4)C2)cc1 (stereo not drawn)	-0.8%	1.7%	-0.1	-4.8%	8.4%	-0.1%	-0.3	-1.4
Cc1cccc2sc(N(CCN(C)C)C(=O)C3CCN(S(=O)(=O)c4cccs4)CC3)nc12	15.9%	-12.3%	2.8	-6.7%	-28.0%	3.8%	0.9	1.8
C=CCC[C@@H](Cc1ccc(F)cc1)C(=O)OC[C@H](Cc1c[nH]c2ccccc12)NC(=O)[C@@H](CC=C)CC(=O)NCCO	-7.9%	-7.0%	15.3	6.9%	-12.2%	-21.6%	-0.6	-0.6
C=CCNc1nc(-c2sc(NC(C)=O)nc2C)cs1	7.7%	-1.7%	.	-21.1%	6.2%	-2.4%	-3.6	0.0
CC(C)C(=O)N1CCC2(CC1)Oc1ccc(Cl)cc1C(=O)C21CC(c2ccccc2)=NO1 (stereo not drawn)	4.1%	-2.1%	3.6	1.3%	-8.3%	-14.4%	-0.5	-2.1
Cc1ccc(NC(=O)CSc2nnc(Cc3csc(C)n3)o2)c(C)c1	13.0%	21.4%	2.1	-13.7%	4.5%	-5.2%	-3.3	0.2
CCC(=O)Nc1ccc(C(=O)Nc2ccc3c(c2)OCO3)cc1	9.5%	-13.0%	-6.1	-9.7%	1.2%	-5.6%	1.3	-2.7
CCCCCOC(=O)Cn1c(SCC(=O)Nc2ccccc2)nc2c1c(=O)[nH]c(=O)n2C	5.9%[15.6 µM]	4.9%	-6.6	-2.6%	-4.9%	1.7%	-0.6	-3.1
C/C(CC(=O)Nc1cccc(Cl)c1)=N\NC(=O)Cc1ccc(Cl)cc1	9.4%	-12.9%	1.6	-13.0%	7.4%	-12.6%	-0.3	-1.7
COc1ccc(CNCC(=O)Nc2cccc(S(N)(=O)=O)c2)cc1	-1.0%	-11.6%	1.7	-1.1%	3.0%	-1.9%	-0.4	-1.8
CSc1ccccc1C(=O)C1CCCN(C(=O)c2cccc(Cn3cccn3)c2)C1 (stereo not drawn)	3.0%	4.0%	-2.1	-27.4%	-4.7%	-2.8%	-4.4	0.8
O=C(Nc1cccc(S(=O)(=O)N2CCOCC2)c1)C1CCCCN1S(=O)(=O)c1ccccc1 (stereo not drawn)	16.4%	-35.4%	-3.0	-13.0%	16.7%	-3.8%	0.0	0.0
CC1CN(C(=O)CCC(=O)NCc2ccccc2)c2ccccc2O1 (stereo not drawn)	2.8%	2.1%	5.3	-5.9%	-1.7%	7.3%	-1.1	0.1
Cn1cnnc1SCc1ccc(C#N)cc1	1.9%	-11.0%	-2.0	-0.1%	1.7%	-7.5%	-3.0	-4.3
CCN(CC)CCNC(=S)NC(=O)c1cn(-c2ccccc2)nc1-c1ccc(OC)cc1	20.3%	-6.7%	7.9	-1.7%	8.9%	?	-0.5	0.3
O=C(NCc1ccccn1)c1ccc(OC2CCN(Cc3ccc(CO)o3)CC2)cc1	-2.3%	-15.9%	-1.9	-4.6%	-1.7%	6.0%	-3.7	-1.0
COc1ccc(C)cc1NC(=O)CNC(=O)[C@@H]1Cc2ccccc2CN1	-4.7%	3.4%	0.1	-5.8%	7.3%	-3.2%	-1.2	1.8
COC(=O)/C(C#N)=C/c1c(N2CCN(c3ccccc3)CC2)nc2c(C)cccn2c1=O	-1.2%	2.4%	1.1	-7.7%	-14.5%	-15.7%	0.2	-1.5
CC1CCCC(C)N1C(=O)COC(=O)c1cncc(Br)c1 (stereo not drawn)	11.6%	2.9%	-2.3	-15.6%	11.8%	-0.1%	-0.6	-3.0
O=C(O)CCC(=O)N(Cc1ccccc1)Cc1ccccc1	7.1%	-5.5%	4.4	-6.5%	-14.9%	-16.9%	0.5	0.7
CCCCNC(=O)N(O)C1N(/N=C/c2cccnc2)C(=S)SC1(C)C (stereo not drawn)	5.0%	-2.5%	-1.9	-0.7%	-6.9%	1.1%	0.2	1.8
CCN(CC)S(=O)(=O)c1cc(C(=O)Nc2ccc(Cl)cn2)ccc1C	9.1%	-20.2%	-2.6	-11.5%	11.3%	-17.3%	-0.4	-0.4

2 of the compounds above, in markdown:
| SMILES | EPAC2 ag | WRN inhibitor | PI5P4K alpha inh | PLK1 PBD inh | EPAC1 agonist | EPAC1 antagonist | IL2 activator | CCT modulator |
| --- | --- | --- | --- | --- | --- | --- | --- | --- |
| Cc1nnc(-n2cnc3ccccc32)c2ccccc12 | -3.9% | 4.6% | 8.2 | 0.2% | 3.0% | -1.8% | -1.1 | -1.6 |
| CCOC(=O)C1CCC(CN(Cc2ccccc2C)S(=O)(=O)c2ccc([N+](=O)[O-])cc2)CC1 (stereo not drawn) | 10.1% | -4.8% | -2.1 | -3.9% | 3.7% | -8.3% | -1.8 | -0.2 |

(next part)
SMILES	EPAC2 ag	WRN inhibitor	PI5P4K alpha inh	PLK1 PBD inh	EPAC1 agonist	EPAC1 antagonist	IL2 activator	CCT modulator
O=C(Nc1ccc(Cl)cc1)Nc1ccc(Cl)c(Cl)c1	-1.8%	-5.7%	26.1	-0.4%	4.8%	2.5%	-0.7	-0.8
NS(=O)(=O)c1ccc(NC(=O)CN2C(=O)c3ccccc3C2=O)cc1	11.7%	-0.6%	-5.5	-2.8%	-1.4%	5.8%	-0.2	1.0
O=C(Nc1ccc2oc(-c3ccncc3)nc2c1)c1ccc(F)cc1	5.0%	-27.7%	-5.5	-22.6%	0.9%	8.8%	0.1	-6.9
CN(CC12CC3CC(CC(C3)C1)C2)C(=O)c1ccco1	3.4%	3.3%	-1.1	-9.4%	-17.0%	10.4%	-2.0	-1.9
CC(C)CN(C(=O)C1COc2ccccc2O1)c1c(N)n(CC(C)C)c(=O)[nH]c1=O (stereo not drawn)	7.4%	-10.0%	-4.8	3.4%	9.0%	-11.4%	1.9	0.2
O=C(Nc1cccc2ncccc12)c1ccccc1Cl	5.3%	1.7%	0.8	-4.2%	2.9%	-13.5%	0.9	-3.3
